From PubChem BioAssay
UDG counterscr = Primary qHTS assay for inhibitors of Activation Induced Cytidine Deaminase (AID): UDG Counterscreen signal. FRET deamination/UDG coupled assay, UDG read, 4 h. Potency, µM (doses to about 115 µM), for the others: at the highest dose activity change, negative = inhibition, actives largely listed as inhibitors. 91,000 tested, 0.14% active. AID 1347430, 2020; further: nearly all actives have a fitted effect of over 65% in size
AID inhibitor = Primary qHTS assay for inhibitors of Activation Induced Cytidine Deaminase (AID): AID signal. Potency, µM (titrated, usually from 115 µM), for the others: at the top dose activity change, negative = inhibition, hits mostly inhibitors. AID deamination FRET fluorescence, UDG-coupled, 4 h. AID 1347428, 2020. 91,000 tested, 0.32% active. Single-stranded DNA cytosine deaminase (Homo sapiens), Q9GZX7; further: nearly all actives have a fitted effect of over 25% in size
Target sequence (Q9GZX7 whole entry, looked up): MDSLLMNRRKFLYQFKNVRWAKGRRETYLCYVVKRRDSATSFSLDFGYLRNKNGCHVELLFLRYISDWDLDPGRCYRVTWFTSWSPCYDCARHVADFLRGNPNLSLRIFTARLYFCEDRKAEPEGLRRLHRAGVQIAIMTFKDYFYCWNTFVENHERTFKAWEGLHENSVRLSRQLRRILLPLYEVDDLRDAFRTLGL
Starred values were filed as active, the others as inactive; [ ] = another dose, or the depositor's remark. The call rests on the fitted dose curve; in most records, active means well fitted curve in the direction sought with a large enough effect; inconclusive means small, poorly fitted or top-dose-only effect, or another doubt; inactive means no such curve, though single readings can be large; an effect the other way counts as inactive or inconclusive. On the % scale 0 is the no-effect control and ±100 the full control effect; potency means the concentration at half of the fitted maximal effect. An excerpt; rates above refer to the full screens.

Sample of the layout, 2 compounds:
Results for CNC(=O)c1ccc(-c2nc(CN3CCN(S(=O)(=O)c4ccc(C)c(C)c4)CC3)c(C)o2)cc1 ?
UDG counterscr: -10.7%; AID inhibitor: -2.3%

What do the screens show for `CC1=C(c2ccc(C)c(C)c2)S(=O)(=O)N(Cc2ccc(C(=O)Nc3cc(F)ccc3F)cc2)C1=O`?
UDG counterscr: 30.2%[activator]; AID inhibitor: 14.5%

Main list, from the first entry:
Results for CNC(=O)c1ccc(-c2nc(CN3CCN(S(=O)(=O)c4ccc(C)c(C)c4)CC3)c(C)o2)cc1 ?
UDG counterscr: -10.7%; AID inhibitor: -2.3%

What do the screens show for `CC1=C(c2ccc(C)c(C)c2)S(=O)(=O)N(Cc2ccc(C(=O)Nc3cc(F)ccc3F)cc2)C1=O`?
UDG counterscr: 30.2%[activator]; AID inhibitor: 14.5%

Results for Cc1ccc(NC(=O)Cn2c(=O)ccc3cc(S(=O)(=O)N4CCCC4)ccc32)cc1N(C)C ?
UDG counterscr: -1.9%; AID inhibitor: -3.9%

What do the screens show for `Cc1cc(N2CCC(C)CC2)nc2ccc(NC(=O)CCC(=O)N3CCN(c4ccccc4F)CC3)cc12`?
UDG counterscr: 3.9%; AID inhibitor: inconclusive

What do the screens show for `CC(=O)NNC(=S)Nc1ccc(Cl)cc1Cl`?
UDG counterscr: 16.5%; AID inhibitor: 2.4%

What do the screens show for `Nc1c(C(=O)NCc2cccs2)nnn1CC(=O)Nc1cccc(F)c1`?
UDG counterscr: 1.9%; AID inhibitor: -3.5%

What do the screens show for `CC(=O)c1c(C)nc(Nc2nc(C)c3cc(C)ccc3n2)nc1C`?
UDG counterscr: 23.2%; AID inhibitor: -9.0%

Results for CC1(C)CC(=O)C/C(=N/NC(=O)CCc2ccccc2)C1 ?
UDG counterscr: -3.7%; AID inhibitor: -3.3%

Results for CC1CCCN(C2CCN(Cc3cccc(Cl)c3)CC2)C1 (configuration not stated) ?
UDG counterscr: -5.7%; AID inhibitor: -0.4%

Results for COc1ccc(S(=O)(=O)NCc2nc3nc(C)cc(C)n3n2)cc1OC ?
UDG counterscr: 2.5%; AID inhibitor: -7.9%

Results for CCc1ccc2oc(=O)cc(CN3CCN(CCO)CC3)c2c1 ?
UDG counterscr: 4.4%; AID inhibitor: -2.9%

What do the screens show for `O=C(c1ccc(Cl)cc1)N1CCCCC1CCN1CCOCC1` (configuration not stated)?
UDG counterscr: -7.9%; AID inhibitor: 12.3%

Results for CCC(=O)N1CCc2cc(S(=O)(=O)CCC(=O)N3CCN(c4cccc(C)c4C)CC3)ccc21 ?
UDG counterscr: -4.7%; AID inhibitor: 3.7%

Results for CCc1ccc(OC(=O)c2ccccc2I)cc1 ?
UDG counterscr: -14.2%; AID inhibitor: -8.1%

How did CCCc1cc(C(=O)Nc2cc(Cl)ccc2Cl)no1 do in these assays?
UDG counterscr: 6.0%; AID inhibitor: -1.8%

What do the screens show for `Cn1nc(C(=O)OCC(=O)NC(=O)c2ccc(C(C)(C)C)cc2)c2ccccc2c1=O`?
UDG counterscr: 8.6%; AID inhibitor: 0.1%

Results for COc1cc(CNCCSc2nnnn2C)ccc1OCc1ccccc1C ?
UDG counterscr: -13.2%; AID inhibitor: -16.4%

Results for CN(Cc1ccccc1F)C(=O)CN1CCN(c2oc(-c3ccco3)nc2C#N)CC1 ?
UDG counterscr: -0.6%; AID inhibitor: 42.6%[activator]

What do the screens show for `CCOc1ccccc1CNC(=O)CCCn1c(=O)c2cccn2c2cccnc21`?
UDG counterscr: 3.8%; AID inhibitor: -6.4%

What do the screens show for `O=C1/C(=C/c2cccc([N+](=O)[O-])c2)CCOc2ccc(F)cc21`?
UDG counterscr: -11.7%; AID inhibitor: -28.5%

Results for CCc1ccc(S(=O)(=O)c2cn(Cc3ccccc3)c3cc(N4CCCC4)c(F)cc3c2=O)cc1 ?
UDG counterscr: inconclusive; AID inhibitor: inconclusive

How did COc1cc(/C=C(\C#N)c2nc3ccccc3[nH]2)ccc1OCc1ccccc1F do in these assays?
UDG counterscr: 18.1%; AID inhibitor: 26.1%

What do the screens show for `CS(=O)(=O)Nc1cccc(CNC(=O)CCC2CCCCC2)c1`?
UDG counterscr: 5.6%; AID inhibitor: 1.6%

What do the screens show for `COc1ccccc1Nc1cc(C(=O)NC2CCCC2)c2ccccc2n1`?
UDG counterscr: -2.1%; AID inhibitor: 26.9%

How did CCOc1ccc(CNC(=O)c2ccc3c(c2)nc2n3CCCC2)cc1 do in these assays?
UDG counterscr: -0.5%; AID inhibitor: -6.4%

Results for CCN(CC)C(=O)c1sc2c(c1C)c(=O)n(CCc1ccccc1)c(=O)n2Cc1ccc(C)cc1 ?
UDG counterscr: inconclusive; AID inhibitor: -27.8%

How did CCCc1cc(=O)n2[nH]c(NCc3c(F)cccc3Cl)nc2n1 do in these assays?
UDG counterscr: -3.4%; AID inhibitor: 5.0%

Results for COc1ccccc1NC(=O)CSc1nc(C)cc(C)c1C(=O)Nc1ccccc1 ?
UDG counterscr: 7.0%; AID inhibitor: -6.5%

What do the screens show for `COc1ccc(NC(=O)Nc2cccc(C)n2)c(OC)c1`?
UDG counterscr: -1.4%; AID inhibitor: -3.4%

Results for Cc1ccc(-n2nc3cc(C)c(NC(=O)COc4ccccc4)cc3n2)cc1 ?
UDG counterscr: -13.4%; AID inhibitor: 7.7%

How did CC(C)COc1ccc(Br)cc1C(N)=O do in these assays?
UDG counterscr: -3.0%; AID inhibitor: -8.4%

What do the screens show for `Cc1ccc(C(=O)NCC(O)c2ccc(F)c(F)c2)cn1` (configuration not stated)?
UDG counterscr: 5.0%; AID inhibitor: -0.5%

Results for COc1ccc(CNC(=O)c2cc3c(=O)n(C)c4ccccc4c3n2C)c(OC)c1 ?
UDG counterscr: -1.7%; AID inhibitor: -7.8%

What do the screens show for `O=C(O)c1ccc(CNCc2cccc3ccccc23)cc1`?
UDG counterscr: -0.7%; AID inhibitor: 15.6%

Results for CC(C)CNC(=O)c1ccc2c(c1)NC(=O)CS2 ?
UDG counterscr: 3.9%; AID inhibitor: -0.5%

Results for Cc1ccc(C2CCN(C(=O)Nc3ccc(C)c(C)c3)C2)cc1 (configuration not stated) ?
UDG counterscr: -3.0%[57.5 µM]; AID inhibitor: 2.4%

What do the screens show for `Cn1c(CC(=O)Nc2ccc(Cl)cc2)nnc1SCC(=O)NC12CC3CC(CC(C3)C1)C2`?
UDG counterscr: inconclusive; AID inhibitor: -25.8%

How did O=C(Cn1c(=O)[nH]c2ccccc2c1=O)N1CCN(c2ccccc2)CC1 do in these assays?
UDG counterscr: 0.2%; AID inhibitor: -1.0%

Results for O=C(/C=C/c1ccc2c(c1)OCCCO2)c1ccccc1OCc1ccccc1 ?
UDG counterscr: -2.8%; AID inhibitor: -11.0%

How did COc1ccccc1NC(C)C(=O)c1[nH]c(C)c(C(C)=O)c1C (configuration not stated) do in these assays?
UDG counterscr: -17.5%; AID inhibitor: -17.6%

Results for O=C(NC1CCC(C(F)(F)F)CC1)c1ccsc1 (configuration not stated) ?
UDG counterscr: -7.9%; AID inhibitor: -13.8%

Results for CCOc1cc(/C=C2/NC(=O)NC2=O)cc(Cl)c1OCc1cccc(C(=O)O)c1 ?
UDG counterscr: -1.7%; AID inhibitor: -0.3%

What do the screens show for `Cc1cccc(C(=O)NC(NC(=O)c2cccc(C)c2)c2ccccc2F)c1`?
UDG counterscr: 0.7%; AID inhibitor: -2.8%

How did Cc1scc(C(=O)Nc2ccccc2C#N)c1C do in these assays?
UDG counterscr: -4.3%; AID inhibitor: -15.4%

How did COc1ccc(/C=C/C(=O)OCc2ccccc2C#N)cc1OC do in these assays?
UDG counterscr: 1.3%; AID inhibitor: -6.9%

Results for CCN(CC)S(=O)(=O)c1ccc(C(=O)Nc2nc3c(Cl)cc(Cl)cc3s2)cc1 ?
UDG counterscr: 2.9%; AID inhibitor: inconclusive

What do the screens show for `CCOc1ccccc1NC(=O)c1cc2cc(C)ccc2n1C`?
UDG counterscr: 6.3%; AID inhibitor: 0.1%

How did COc1ccc(-c2nc(SCC(=O)NC3CCCC3)c(-c3ccc(C)cc3)[nH]2)cc1OC do in these assays?
UDG counterscr: -5.2%; AID inhibitor: -15.4%

How did COc1ccc(C(=O)/C(=C\c2cccc(Br)c2)c2nc3ccccc3o2)cc1 do in these assays?
UDG counterscr: -12.2%; AID inhibitor: -25.8%

Results for CC1(C)CC(C(CC#N)Cc2ccccc2)CCO1 (configuration not stated) ?
UDG counterscr: 4.5%; AID inhibitor: -3.5%

How did Cc1ccc(C(=O)NCC2(c3ccccc3)CC2)cc1C do in these assays?
UDG counterscr: 2.0%; AID inhibitor: -8.3%

How did CCCCCCNC(=S)Nc1cccc(Cl)c1 do in these assays?
UDG counterscr: 2.0%; AID inhibitor: 12.9%

How did O=C(Nc1cccc2ccccc12)C1CC2CCCC(C1)C2=O (configuration not stated) do in these assays?
UDG counterscr: 0.0%; AID inhibitor: 17.8%

What do the screens show for `N#Cc1c(/N=C/c2c(F)cccc2F)sc2c1CCCC2`?
UDG counterscr: -2.1%; AID inhibitor: -0.5%

Results for CC(=O)N1CCc2c(sc3c2c(=O)n(-c2ccccc2Cl)c(=O)n3C)C1 ?
UDG counterscr: 2.0%; AID inhibitor: -17.9%

What do the screens show for `Cc1cc(-n2c(C)cc(-c3csc(N)n3)c2C)no1`?
UDG counterscr: 9.0%; AID inhibitor: 45.8%[activator]

Results for CC(C)N(Cc1cnn(C)c1)S(=O)(=O)c1ccc(Cl)cc1F ?
UDG counterscr: -6.5%; AID inhibitor: -0.5%

How did O=c1c2cccnc2n(Cc2ccccc2F)c(=O)n1Cc1ccc(F)cc1 do in these assays?
UDG counterscr: -27.6%; AID inhibitor: -8.7%

How did CCOc1cccc(Nc2nn(-c3ccc(OC(F)(F)F)cc3)nc2C(C)=O)c1 do in these assays?
UDG counterscr: 11.4%; AID inhibitor: -11.8%

Results for CCn1c(SCC(=O)NC2CCCCC2)nc2c(c1=O)SCC2 ?
UDG counterscr: 2.6%; AID inhibitor: 14.3%

Compounds from the list above that contain a COOH group (2):
What do the screens show for `O=C(O)c1ccc(CNCc2cccc3ccccc23)cc1`?
UDG counterscr: -0.7%; AID inhibitor: 15.6%

Results for CCOc1cc(/C=C2/NC(=O)NC2=O)cc(Cl)c1OCc1cccc(C(=O)O)c1 ?
UDG counterscr: -1.7%; AID inhibitor: -0.3%

The list goes on:
Results for COc1ccc(S(=O)(=O)Oc2ccc3c(c2)O/C(=C\c2ccc(OC)cc2OC)C3=O)cc1 ?
UDG counterscr: -5.3%; AID inhibitor: -9.0%

How did CCc1nnc(SC(CC)C(=O)NCCOC)c2cc3occc3n12 (configuration not stated) do in these assays?
UDG counterscr: -9.2%; AID inhibitor: -15.2%

What do the screens show for `COc1ccc(-c2nc(CNS(=O)(=O)c3ccccc3)cs2)cc1`?
UDG counterscr: -6.6%; AID inhibitor: -27.2%

Results for CC(C)(C)C1CCc2c(sc(NC(=O)Cn3nnc(-c4ccccc4Cl)n3)c2C#N)C1 (configuration not stated) ?
UDG counterscr: -15.1%; AID inhibitor: -20.3%

What do the screens show for `O=C(CCc1ccc2ccccc2n1)NCCc1ccc(C(F)(F)F)cc1`?
UDG counterscr: 3.9%; AID inhibitor: -6.5%

What do the screens show for `CCOC(=O)/C=C/c1cc(C(=O)OCC)c(/C=C/C(=O)OCC)cc1C(=O)OCC`?
UDG counterscr: 2.2%; AID inhibitor: 0.1%

Results for Cc1nc2nc(SCC(=O)N(Cc3ccccc3)C(C)C)nn2c(C)c1Cc1ccccc1Cl ?
UDG counterscr: -20.7%; AID inhibitor: 22.4µM*

Results for CCOc1ccc(CNC(=O)CN2C(=O)CSc3c2c(C)nn3-c2ccccc2)cc1 ?
UDG counterscr: 4.3%; AID inhibitor: 2.3%

Results for Cc1ccc(C)c(NC(=O)C2=Cc3sc4c(c3CS2)CCCC4)c1 ?
UDG counterscr: -13.0%; AID inhibitor: 13.5%

Results for Cc1ccc(C(=O)Nc2nnc(S(=O)(=O)N3CCCc4ccccc43)s2)cc1 ?
UDG counterscr: 13.2%; AID inhibitor: 53.9%[activator]

How did CCOc1ccc(S(=O)(=O)N2CCCCC2)cc1NC(=O)Cc1n[nH]c(=O)c2ccccc12 do in these assays?
UDG counterscr: -3.3%; AID inhibitor: 4.5%

What do the screens show for `O=C(Oc1ccc2ccccc2c1)C1C2CCCC1C2c1ccccc1` (configuration not stated)?
UDG counterscr: 1.2%; AID inhibitor: -6.8%

How did COc1ccc2oc(-c3ccc(C)c(NC(=O)c4ccc5c(c4)OCCO5)c3)nc2c1 do in these assays?
UDG counterscr: -16.6%; AID inhibitor: -32.3%

Results for CCCCC(CC)CNC(=O)CCC(=O)NCC(CC)CCCC (configuration not stated) ?
UDG counterscr: -8.3%; AID inhibitor: -4.8%

What do the screens show for `CS(=O)(=O)N(Cc1csc(-c2cccs2)n1)C1CCN(C(=O)c2ccccc2F)CC1`?
UDG counterscr: -17.8%; AID inhibitor: -12.9%

What do the screens show for `COc1cc2c(C(=O)Nc3ccc(C)cc3Br)cn(C)c(=O)c2cc1OC`?
UDG counterscr: -0.8%; AID inhibitor: 2.6%

How did Cc1ccc(C(=O)Nc2ccc(-c3cn4cccnc4n3)cc2)cc1C do in these assays?
UDG counterscr: -14.5%; AID inhibitor: 2.4%

What do the screens show for `CC(NC(=O)c1cc2sccc2n1Cc1ccc(F)cc1)c1ccccc1` (configuration not stated)?
UDG counterscr: -4.7%; AID inhibitor: 6.5%

Results for COC(=O)c1ccc(-n2c(CCC(=O)O)ccc2-c2ccc(C)cc2)cc1 ?
UDG counterscr: 4.3%; AID inhibitor: -7.9%
